# Screening results deposited in PubChem BioAssay by National Center for Advancing Translational Sciences (NCATS).
# N370S GC: inhibitors or activators of N370S glucocerebrosidase for Gaucher disease | P04062 | N370S GC spleen homogenate, 4MU-glucoside fluorescence | Potency, µM (top dose mostly 59.4 µM), without a hit: at the highest dose activity change, negative = inhibition, hits mostly inhibitors | 330,000 compounds, 0.092% hits | AID 2101;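 also: 0% = full enzyme activity and -100% = no enzyme basal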
# KAT2A inh: GCN5L2 (KAT2A) acetyltransferase inhibition; Q92830; GCN5L2 HAT assay, ThioGlo1 CoA-SH fluorescence; Potency, µM (doses to about 58.9 µM), for inactives: at the highest dose activity change, negative = inhibition, most hits filed as inhibitors; 390,000 compounds, 0.21% hits; AID 504327
# Target sequence (Q92830 whole entry, looked up): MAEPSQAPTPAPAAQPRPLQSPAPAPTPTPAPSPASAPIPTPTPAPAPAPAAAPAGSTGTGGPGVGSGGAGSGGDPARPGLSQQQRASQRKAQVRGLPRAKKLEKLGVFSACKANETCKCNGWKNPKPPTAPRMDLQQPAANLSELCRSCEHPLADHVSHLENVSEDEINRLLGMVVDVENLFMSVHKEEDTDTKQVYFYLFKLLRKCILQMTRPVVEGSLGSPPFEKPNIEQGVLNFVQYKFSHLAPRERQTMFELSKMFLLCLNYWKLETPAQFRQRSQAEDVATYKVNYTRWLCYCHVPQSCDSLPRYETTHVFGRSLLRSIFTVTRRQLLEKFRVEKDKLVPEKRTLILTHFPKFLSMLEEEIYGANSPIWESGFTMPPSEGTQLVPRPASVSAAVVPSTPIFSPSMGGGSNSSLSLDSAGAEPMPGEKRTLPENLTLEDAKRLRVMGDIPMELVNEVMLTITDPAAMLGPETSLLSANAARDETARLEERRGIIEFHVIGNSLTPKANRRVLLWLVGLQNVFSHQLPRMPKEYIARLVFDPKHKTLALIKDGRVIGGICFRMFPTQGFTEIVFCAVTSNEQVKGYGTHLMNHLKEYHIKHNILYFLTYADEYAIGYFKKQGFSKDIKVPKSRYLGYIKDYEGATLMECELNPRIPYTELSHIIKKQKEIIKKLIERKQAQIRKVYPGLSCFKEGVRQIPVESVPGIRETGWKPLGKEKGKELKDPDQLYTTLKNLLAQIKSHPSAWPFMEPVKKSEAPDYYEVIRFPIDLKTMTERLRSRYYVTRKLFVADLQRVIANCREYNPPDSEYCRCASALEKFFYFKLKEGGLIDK
#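 GCN5L2 (20 nM) in 50mM HEPES pH 7.5, 0.1mM EDTA, 0.01% Tween-20 preincubated 15 min with compounds at room temperature. Reaction started with H3(1-25) 75uM, acetyl-CoA 70uM, ThioGlo1 50uM; CoA-thiol fluorescence (Ex340/Em540) read at 0 and 20 min.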
# FEN1 inh: human FEN1 inhibition | Recombinant FEN1 flap cleavage, fluorescence, 15 min | AID 588795 | P39748 | 390,000 compounds, 0.35% hits | Potency, µM (top dose mostly 114 µM), for the others: at the top dose activity change, negative = inhibition, most hits filed as inhibitors; also: nearly all actives have a fitted effect of over 65% in size
#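 Quantitative HTS format: each compound was titrated, incubated with 10 nM nuclease for 15 min at room temperature, then challenged with flap substrate at 50 nM final. Signal change over 15 min gave concentration–effect curves.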
# * hit, by the source's call; ? = inconclusive; / = not tested or not shown; [ ] = dose if it differs, or a comment. Calls follow the shape of the dose curve; as a rule, active = well fitted curve in the direction sought with a large enough effect; inconclusive = small, poorly fitted or top-dose-only effect, or another doubt; inactive = no such curve, though single readings can be large; an effect the other way counts as inactive or inconclusive. Unless noted, % is scaled to controls: 0 for no effect and ±100 for the full control effect; potency is read from the fitted curve at half-maximal effect.
SMILES | N370S GC | KAT2A inh | FEN1 inh
Cn1c(-c2nc(-c3ccccc3)cs2)nc2ccccc21 | -1% | -6% | /
CC1(C)CC(=O)N(c2ccc(Cl)c(Cl)c2)C(=O)C1 | 5% | -1% | -2%
N/C(Cc1ccc(Cl)cc1Cl)=N\OC(=O)c1ccccc1F | 4% | 5% | -23%
COc1ccc(Cl)cc1NC(=O)Cn1c(=O)n2nc(C)nc2c2ccccc21 | 9% | -3% | -18%
CC(=O)c1sc(NC(=O)c2cccnc2Cl)nc1C | -6% | -6% | ?
Brc1ccccc1OCCNCc1ccccc1 | -7% | -4% | 5%
COc1cc(OC)nc(NC(=O)NS(=O)(=O)c2ccccc2Cl)n1 | -2% | -6% | 6%
COc1ccc(OC)c(NC(=O)CN2C(=O)NC3(CCOc4ccccc43)C2=O)c1 (centres undefined) | 16% | -6% | 2%
CSc1nncn1/N=C/c1ccc([N+](=O)[O-])cc1 | 2% | -11% | -1%
CC(=O)N/C(=C\c1ccc(C)cc1)C(=O)O | 17% | 0% | -6%
O=[N+]([O-])c1ccccc1/C=N\Nc1nccs1 | -9% | -11% | 2%
Cc1ccc(-c2cc(Cc3ccncc3)c(=O)[nH]n2)cc1 | ? | -2% | 5%
COc1ccc(S(=O)(=O)N[C@H](C(=O)O)C(C)C)cc1 | 0% | -3% | 3%
O=C(Nc1ccccc1C(=O)NCc1ccco1)c1ccccc1 | 9% | -7% | 6%
Cc1ccc2nc3c(cc(C(=O)NCC4CCCO4)c(=N)n3CCCOC(C)C)c(=O)n2c1 (centres undefined) | 12% | -21% | -16%
CCOC(=O)C1CCCN(C(=O)COc2ccc(S(=O)(=O)N3CCOCC3)cc2)C1 (centres undefined) | / | 1% | 0%
CN(C(=O)c1ccc2c(c1)CCO2)C(C)(C)C | -1% | 25% | 7%
CN(c1ccccc1)S(=O)(=O)c1cc(C(=O)N2CCN(c3ncccn3)CC2)ccc1Cl | / | -4% | -2%
Fc1ccccc1Nc1nc(NCc2ccco2)nc(N2CCOCC2)n1 | 13% | -2% | -14%
Cc1ccnc(NS(=O)(=O)c2ccc(NC(=O)c3oc4ccccc4c3C)cc2)n1 | -2% | -2% | 3%
Cc1c(C(=O)N2CCC(c3nc4ccccc4s3)CC2)oc2ccc(Cl)cc12 | / | -15% | -13%
Cc1ccc(C(=O)Nc2ccccc2N2CCCC2)cc1 | 0% | -2% | 7%
CC(=O)NC1=NN(C(C)=O)C(C)(c2ccc(C)cc2)S1 (centres undefined) | 14% | 1% | 7%
O=C(CNC(=O)C1CCCCC1)NNC(=O)c1ccccc1Br | -9% | -3% | 0%

# Reformatted field by field: part of the list above
> CN(c1ccccc1)S(=O)(=O)c1cc(C(=O)N2CCN(c3ncccn3)CC2)ccc1Cl
  N370S GC: /
  KAT2A inh: -4%
  FEN1 inh: -2%

> Fc1ccccc1Nc1nc(NCc2ccco2)nc(N2CCOCC2)n1
  N370S GC: 13%
  KAT2A inh: -2%
  FEN1 inh: -14%

# Additional records follow:
SMILES | N370S GC | KAT2A inh | FEN1 inh
Cc1ccc(C2=NN(S(C)(=O)=O)C(c3cccs3)C2)cc1 (centres undefined) | -1%[12.8 µM] | -4% | 13%
CC(=O)Nc1ccc(NC(=O)C2CCCN(c3nnc(-n4cccc4)s3)C2)cc1 (centres undefined) | -3% | -6% | -4%
CCn1c(SC(C)C(=O)OC)nnc1-c1c[nH]c2ccccc12 (centres undefined) | 1% | -4% | 22%
CC(C)(Oc1ccc(Cl)cc1)C(=O)Nc1ccc2oc(-c3ccncc3)nc2c1 | -8% | -1% | -5%
O=C(NCCN1CCOCC1)c1ccc(S(=O)(=O)Nc2ccccc2)cc1 | / | 0% | -18%
O=S(=O)(Nn1cnnc1)c1ccc2ccccc2c1 | 8% | -4% | 2%
COc1ccc(OC)c(NC(=O)C(Sc2ccccc2)c2ccccc2)c1 (centres undefined) | ? | -7% | 1%
CCCCCCCn1ccc(=N)cc1 | -25% | -1% | 10%
CCOc1ccc(NS(=O)(=O)c2ccc(NC(C)=O)c(OC)c2)cc1 | 2% | -1% | -5%
Cc1cccnc1NC(=O)Nc1ccccc1 | 3% | 0% | 8%
Cc1nc([N+](=O)[O-])cn1CC(=O)Nc1ccc([N+](=O)[O-])cc1 | -1% | -15% | 3%
CCOC(=O)c1cnn(-c2ncnc3c2cnn3C)c1N | -2% | -25% | -2%
CN(C(=O)CCc1nc2ccccc2c(=O)[nH]1)C1CCS(=O)(=O)C1 (centres undefined) | / | -2% | -6%
CCCCCCCCCCCCCCCCCC(=O)OC(CC(=O)O)C[N+](C)(C)C (centres undefined) | -4% | -7% | /
COc1cc(/C=C2\SC(=O)N(c3ccccc3Cl)C2=O)cc([N+](=O)[O-])c1O | 6% | -13% | ?
Cc1cc(N2CCN(c3ccccc3)CC2)nc(-c2ccccc2O)n1 | 11% | -19% | -18%
Cc1[nH]c2ccccc2c1C(=O)C(=O)N1CCOCC1 | -1% | -4% | -5%
O=C(Nc1ccc(F)cc1)Nc1cccnc1 | -14% | -4% | -2%
COc1ccc(/C=N/NC(=O)C(Cc2c[nH]c3ccccc23)NC(=O)OCC(C)C)cc1[N+](=O)[O-] (centres undefined) | 1% | -8% | 9%
COc1ccc(CCNC(=O)CC2Oc3ccc(Cl)cc3NC2=O)cc1OC (centres undefined) | 17% | -2% | 1%
COc1ccccc1NS(=O)(=O)c1ccc(C(N)=O)cc1 | 8% | -10% | 4%
CN(C)CCN1C(=O)C(=O)/C(=C(/O)c2ccc(S(=O)(=O)N3CCOCC3)cc2)C1c1ccccc1 (centres undefined) | -4% | 0% | -4%
COc1ccc(-n2c(Cc3ccccc3)nnc2SCC(=O)N2CCCc3ccccc32)cc1 | -1% | -7% | 6%
c1ccc(Cn2nnnc2C(c2ccccc2)N2CCN(c3nc4ccccc4s3)CC2)cc1 (centres undefined) | 2% | -2% | -5%
CCNC(=O)CC1C(=O)N(CC)C(=S)N1NC(=O)c1ccc(Cl)cc1 (centres undefined) | 1% | -15% | -2%
NS(=O)(=O)c1cccc(NC(=O)CN2CCN(S(=O)(=O)c3ccc4c(c3)OCCO4)CC2)c1 | / | -2% | -2%
COCCn1c(SCC(=O)N2CCC(C)CC2)nc2ccccc2c1=O | 3% | 2% | -10%
Cc1ccc(S(=O)(=O)NCCC(=O)NCc2ccc(Cl)cc2)cc1C | / | 0% | 21%
COc1ccc(N2C(=O)C(Cl)=C(N3CCOCC3)C2=O)cc1 | 1% | 1% | 10%
C#CCN(CC=C)C(=O)c1ccc(OC2CCN(S(=O)(=O)N(C)C)CC2)cc1 | -5% | -2% | -7%
S=C(c1ccc2c(c1)OCO2)N1CCCCC1 | -14% | -4% | -4%
CCOC(=O)c1sc(C)c(C(N)=O)c1NC1=NCCCCC1 | 4% | -10% | 1%
CN(C)Cc1ccccc1C1(O)c2ccccc2CSc2ccccc21 (centres undefined) | 0% | 4% | 6%
Cc1c(CNCc2ccc(OC(C)C)cc2)c(C(=O)O)c(C)n1Cc1ccc(Cl)cc1 | / | -1% | -6%
O=C(NCCNc1ccc([N+](=O)[O-])cc1)c1cccc(Br)c1 | -6% | -3% | 5%
O=C(COc1ccccc1Cl)Nc1ccccc1C(=O)Nc1cccc(C(=O)O)c1 | -4% | 2% | -6%
CCCC(CCC)C(=O)NC1CC(=O)N(c2ccc3c(c2)OCCO3)C1 (centres undefined) | / | -6% | -8%
O=C(Nc1c2c(nc3ccccc13)CCCC2)c1ccccc1Br | 7% | 0% | 3%
CCOC(=O)c1noc(C)c1C(=O)Nc1nccs1 | 2% | -5% | 12%
COc1ccc(CCN(C(=O)c2ccccc2)C2=CC3CCC(C2)N3C)cc1OC (centres undefined) | 5% | -1% | /
COc1ccc(OC)c(C2C3=C(COC3=O)Nc3cc4c(cc32)OCO4)c1 (centres undefined) | 2% | -2% | 8%
CN1CCN(S(=O)(=O)c2ccc(NC(=S)NC(=O)C(C)(C)C)cc2)CC1 | -13% | -6% | 4%
CCOC(=O)c1sc(NC(=O)Nc2ccccc2)cc1C | -1% | -15% | 0%
Cc1nc2ccc(S(=O)(=O)NC(C(=O)N3CCN(c4cccc(Cl)c4)CC3)C(C)C)cc2s1 (centres undefined) | / | -1% | 8%
Cc1ccc(OCc2n[nH]c(=S)n2-c2ccc(Br)cc2)cc1 | 9% | 3% | 3%
COc1ccc(CNC(=O)c2cccc(NC(=O)c3ccccc3)c2)cc1 | 3% | -1% | -4%
CC(C)Sc1nnc([C@@H]2CCCN2C(=O)OC(C)(C)C)o1 | 5% | 1% | -1%
O=C1CCc2cc(S(=O)(=O)NC(Cc3ccccc3)C(=O)NCCC3=CCCCC3)ccc2N1 (centres undefined) | ? | -2% | -17%

# Structures from the list above that have an NH in an aromatic ring (six):
SMILES | N370S GC | KAT2A inh | FEN1 inh
Cc1ccc(-c2cc(Cc3ccncc3)c(=O)[nH]n2)cc1 | ? | -2% | 5%
CCn1c(SC(C)C(=O)OC)nnc1-c1c[nH]c2ccccc12 (centres undefined) | 1% | -4% | 22%
CN(C(=O)CCc1nc2ccccc2c(=O)[nH]1)C1CCS(=O)(=O)C1 (centres undefined) | / | -2% | -6%
Cc1[nH]c2ccccc2c1C(=O)C(=O)N1CCOCC1 | -1% | -4% | -5%
COc1ccc(/C=N/NC(=O)C(Cc2c[nH]c3ccccc23)NC(=O)OCC(C)C)cc1[N+](=O)[O-] (centres undefined) | 1% | -8% | 9%
Cc1ccc(OCc2n[nH]c(=S)n2-c2ccc(Br)cc2)cc1 | 9% | 3% | 3%

# The results go on:
SMILES | N370S GC | KAT2A inh | FEN1 inh
CCOc1ccc(C(CCc2ccccc2)NC(=O)c2ccccc2OC)cc1OCC (centres undefined) | / | -3% | -12%
CCn1c(CNC(=O)Cc2ccc(OC)cc2)nnc1SCC(=O)c1ccccc1 | 1% | 12% | 0%
Cc1ccc2cc3cc(C(=O)N4CCN(c5ccc(Cl)cc5)CC4)oc3nc2c1 | / | -4% | 13%
CN(C)C(=O)c1cc(C(=O)c2ccc(C(F)(F)F)cc2F)c[nH]1 | 8% | -2% | 1%
O=C(NCc1ccco1)c1ccc2c(c1)N(Cc1c(F)cccc1Cl)C(=O)c1ccccc1S2 | / | -5% | -16%
CC(C)(C)OC(=O)NCCC(=O)N/N=C/c1ccc2ncccc2c1 | 4% | -19% | -4%
O=C(C1CCC1)N1CCc2cc(S(=O)(=O)N3CCCCC3)ccc21 | 1% | -3% | 1%
CCc1nn2c(=O)cc(COC(=O)CNC(=O)c3ccccc3)nc2s1 | / | -8% | 0%
Cc1cccn2c(=O)c(C(=O)N3CCN(c4ccccc4)CC3)cnc12 | / | -15% | -8%
COc1ccc(N2Cc3ccccc3C2=NC(=O)c2ccc(C)cc2)cc1OC | 7% | 2% | -6%
COc1ccc(Cc2nc3ccc(C(=O)NCCc4ccc(Cl)cc4)cc3o2)cc1 | / | -3% | -6%
Cc1ccc(NC(=O)CSc2ncc(-c3ccccc3)n2C(=O)c2ccccc2)cc1 | 8% | -21% | -18%
O=C1CSC(=S)N1c1cccc(F)c1 | -5% | -4% | -3%
CCCCCCOC(=O)C(C#N)c1nc2ccccc2nc1N1CCN(CC)CC1 (centres undefined) | -1% | -16% | -18%
CC(C)=C1C2C=CC1C(C(=O)Nc1cc(C)ccc1C)C2C(=O)O (centres undefined) | 1% | -5% | -3%
Cc1ccc(S(=O)(=O)N(C)c2ccc(C(=O)NCC(c3ccco3)N(C)C)cc2)cc1 (centres undefined) | / | 0% | 14%
O=S(=O)(Nc1nc2ccccc2nc1NCc1ccco1)c1ccc(Cl)cc1 | 10% | 2% | -10%
COc1ccccc1CNC(=O)[C@H](C)NC(=O)C1CCN(C(=O)[C@@H]2CCCN2C(=O)OC(C)(C)C)CC1 | -2% | ? | 17%
CCCC(=O)NCc1ccccc1Cl | -2% | 14% | -13%
C[C@@H]1CCCCCCCCC(=O)OCCN(C(=O)OC(C)(C)C)[C@H](C)CCCCCCCCC(=O)OCCN1C(=O)OC(C)(C)C | / | 2% | 11%
Cc1nnc(SCC(=O)Nc2cccnc2Cl)s1 | -18% | -6% | -3%
CN1C(=O)C[C@H](c2ccccc2)C1=O | 10%[21.6 µM] | 38%[activator] | /
O=C(Nc1ccccc1-c1nnn(CC(=O)N2CCOCC2)n1)c1ccc(F)cc1 | -6% | 16% | 0%

# Compound profiles, as listed above. Values in the order: N370S GC | KAT2A inh | FEN1 inh
# Cc1ccc(S(=O)(=O)N(C)c2ccc(C(=O)NCC(c3ccco3)N(C)C)cc2)cc1 (centres undefined) in the list: / | 0% | 14%
# O=S(=O)(Nc1nc2ccccc2nc1NCc1ccco1)c1ccc(Cl)cc1 in the list: 10% | 2% | -10%
# Cc1nnc(SCC(=O)Nc2cccnc2Cl)s1 in the list: -18% | -6% | -3%
# CCCCCCOC(=O)C(C#N)c1nc2ccccc2nc1N1CCN(CC)CC1 (centres undefined) in the list: -1% | -16% | -18%
# O=C1CSC(=S)N1c1cccc(F)c1 in the list: -5% | -4% | -3%
